Screening data: PubChem BioAssay, several laboratories
PhoP inhibition: inhibitors of PhoP regulon expression, primary screen, Salmonella Typhimurium, GFP reporter (AID 1863). inhibition, % at 50 µM; hits with a dose series show IC50 in µM. S. Typhimurium PhoP-regulated promoter GFP reporter, 4 h; higher % means a stronger effect. actives 0.16% (n = 300,000);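 active = inhibition over 29.93%, a cutoff 3 SD above the screen mean, later confirmed by dose response; inconclusive = inhibition over 29.93% but no dose response follow-up; inactive = inhibition at most 29.93% or unconfirmed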;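 also: 0% = low Mg2+ inducing control and 100% = high Mg2+ repressing control; strong numbers were not always called active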
Myeloid diff MLP: induction of myeloid progenitor differentiation, primary screen, cell-based, flow cytometry, MLPCN library; ER-HoxA9 myeloid progenitors, lysozyme-GFP differentiation; calls only at 10 µM; actives 1% (n = 360,000); AID 624256, 2012;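 active = normalized GFP-positive differentiation at or above the plate's own cutoff, the solvent-only control mean plus 3 SD; inconclusive = no clear call, values can overlap the other calls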;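 also: cells exposed to compound for four days before flow analysis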
K1F lysis inhibition: inhibition of K1F phage lysis, E. coli UTI89, bacterial capsule biogenesis inhibitors, alamar blue (AID 488966). E. coli UTI89 K1F phage lysis, alamar blue, 2 h; higher % means a stronger effect. inhibition, % at 100 µM; hits with a dose series show IC50 in µM. actives 0.02% (n = 340,000);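 active = phage lysis inhibition, versus mean bacterial control, above a set limit; inconclusive = no clear call, values can overlap the other calls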;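 also: capsule biogenesis inhibitors block K1F phage lysis so surviving cells raise fluorescence; higher fluorescence means more inhibition of phage lysis; actives were called in the ten point dose series up to 300 µM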
SV40 large T antigen: SV40 large T antigen inhibitors, biochemical (AID 1903). SV40 large T antigen ATPase/helicase inhibition assay; higher % means a stronger effect. inhibition, % at 20 µM, or IC50 in µM where a hit was titrated. actives 0.39% (n = 310,000); in the data active = a potency from the dose series; inconclusive = inhibition mostly from about 32% at the one dose, without a potency; inactive = the rest, 99 in 100 with inhibition below about 32%; also: strong numbers were not always called active
MgcRacGAP inhibition: MgcRacGAP GTPase-activating activity inhibitors, confirmation, biochemical, ADP Hunter fluorescence. MgcRacGAP-stimulated Rac1 GTP hydrolysis, ADP Hunter fluorescence; higher % means a stronger effect; GST-tagged Rac1 F28L mutant substrate. one-dose inhibition, % at 30 µM; IC50 in µM for titrated hits. actives 0.6% (n = 340,000);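 active = first-screen hits whose inhibition reached a set limit at any dose in the follow-up dose series; inconclusive = inhibition above the set first-screen limit but never retested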;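 also: fluorescence reports GDP produced by GAP-driven GTP hydrolysis; strong numbers were not always called active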
NTR1 agonist: agonists of NTR1, primary screen, imaging, U2OS cells, beta-arrestin-GFP, high content (AID 493036); Neurotensin receptor type 1 (Homo sapiens), P30989; NTR1-U2OS beta-arrestin-GFP spot imaging, agonist mode; activation, % at 20 µM; actives 0.17% (n = 330,000);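 active = activation at or above 40% of the spot to cytoplasm intensity ratio, with at least 20 cells analyzed; inconclusive = wells under 20 cells, flagged as cytotoxic or low count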;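 also: 0% = DMSO without peptide and 100% = 100 nM NTR1 peptide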
Target sequence (P30989 whole entry, looked up): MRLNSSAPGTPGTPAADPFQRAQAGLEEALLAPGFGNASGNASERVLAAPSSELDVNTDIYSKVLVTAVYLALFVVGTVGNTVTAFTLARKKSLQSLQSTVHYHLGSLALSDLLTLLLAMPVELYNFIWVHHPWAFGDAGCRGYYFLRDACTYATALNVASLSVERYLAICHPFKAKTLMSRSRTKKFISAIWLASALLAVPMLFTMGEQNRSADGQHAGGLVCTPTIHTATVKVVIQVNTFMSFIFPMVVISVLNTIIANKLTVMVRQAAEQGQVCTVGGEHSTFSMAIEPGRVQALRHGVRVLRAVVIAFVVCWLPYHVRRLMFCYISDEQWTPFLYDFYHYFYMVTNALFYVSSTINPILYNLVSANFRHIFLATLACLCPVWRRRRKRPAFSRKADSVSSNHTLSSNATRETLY
T cell modulator: modulators of CD8 T cell-vesicle binding, primary screen, mouse 2C CD8+ T cells, flow cytometry. 2C CD8+ T cell-vesicle binding; stronger effect = lower value. calls only at 7 µM. actives 0.068% (n = 330,000). AID 2052, 2009;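 active = response, share of CD8 T cells binding vesicles, and their 90th percentile fluorescence all below set limits, cut at about 80% in these data, passing the limit was not always enough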
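Assay system – 2C mouse CD8+ T cells · Also added – QL9-loaded Drosophila micro-vesicles · Timing – Cell–vesicle co-incubation 1.5 h at 37 °C, staining 20 min on ice · Signal – flow cytometry of vesicle-bound cells · Measure – percent CD8+ FL2 mean versus row control · Controls – Peptide-free naked vesicles (low) and QL9 vesicles with 0.7% DMSO vehicle (high)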
RSV CPE inhibition: RSV antiviral activity via CPE protection, HEp-2 cells, primary 10 µM value included (AID 2391). HEp-2 cells, RSV-induced CPE inhibition; higher % means a stronger effect. one-dose CPE inhibition, % at 10 µM; IC50 in µM for titrated hits. actives 0.13% (n = 310,000); in the data active = a potency from the dose series; inconclusive = CPE inhibition mostly from about 23% at the one dose, without a potency; inactive = the rest, 99 in 100 with CPE inhibition below about 21%; also: strong numbers were not always called active
TNAP activators: human TNAP enzyme activators, primary screen, biochemical, luminescent, no phosphate acceptor, uHTS (AID 1001); actives 0.03% (n = 200,000); activation fold at 20 µM, or EC50 in µM where a hit was titrated; purified TNAP, luminescent activation assay, no phosphate acceptor; higher activation fold means a stronger effect; Alkaline phosphatase, tissue-nonspecific isozyme (Homo sapiens); in the data active = activation fold from about 3, or a potency from the dose series; inactive = the rest, 99 in 100 with activation fold below about 1.6; also: many of its hits are not listed in these tables
T cell modulator vesicle-bound %: recorded beside T cell modulator, whose call it bears; double positive events, %; measured here: CD8+ vesicle-bound cell fraction;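 binding gate set so that unloaded-vesicle control wells show 10% double positive cells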
NTR1 agonist cell count 20 µM: second read-out of NTR1 agonist, no call of its own (marks repeat the call); cell count; measured here: cell count, cytotoxicity flag
Myeloid diff MLP GFP+ MAC1+ %: recorded beside Myeloid diff MLP, whose call it bears; GFP+ MAC1+ double positive, %; measured here: differentiation confirmed by MAC1 staining
The depositor's hits bear a star; i = inactive; ? = inconclusive; . = no result given; [ ] = remark or other dose. Hits appear at their usual frequency. About 2.3% of those tested had a hit in this group.

Every second line gives: Myeloid diff MLP	MgcRacGAP inhibition	K1F lysis inhibition	PhoP inhibition	NTR1 agonist cell count 20 µM	NTR1 agonist	Myeloid diff MLP GFP+ MAC1+ %	TNAP activators	T cell modulator	RSV CPE inhibition	SV40 large T antigen	T cell modulator vesicle-bound %
> COc1ccc2nc(SCC(=O)N3CCCCC3)c(C#N)cc2c1
    i	2.9%	-3.9%	-1.0%	28	0.7	0.2	1	i	0.1%	24.8%	36.7
> O=C(O)c1cc(-c2ccc(-c3c(-c4ccc5c(c4)OCO5)noc3-c3ccsc3)cc2)nc2ccccc12
    i	7.8%	-1.6%	-9.2%	.	.	0.8	.	i	-3.5%	12.7%	23.2
> COc1ccc(CNC(=O)c2ccc(CNc3c(NC4CCCCC4)c(=O)c3=O)cc2)cc1
    i	5.8%	-0.4%	-2.0%	58	0.1	2.0	1.4	i	1.8%	11.4%	47.6
> O=C(COCc1cc(-c2ccc3c(c2)OCO3)on1)Nc1cccnc1Cl
    i	5.6%	-0.2%	6.5%	71	1.4	1.6	.	i	2.0%	23.2%	34.4
> O=C(CN1CCOCC1)Nc1ccc2c(c1)OCCO2
    i	36.5%	-0.1%	2.3%	77	2.0	0.4	.	i	1.3%	2.7%	30.9
> CN(C)S(=O)(=O)n1cc(/C=C(\NC(=O)c2ccccc2)C(=O)NCCN2CCOCC2)c2ccccc21
    i	6.4%	0.2%	1.1%	58	-0.7	1.0	.	i	0.4%	-1.9%	7.5
> COc1ccc(CNS(=O)(=O)c2c(C(=O)N3CCCCCC3)c(C)n(C)c2C)cc1
    i	4.3%	0.1%	-4.5%	68	-0.5	0.3	.	i	3.1%	14.2%	11.4
> CN(C)S(=O)(=O)c1cc(NC2CC(=O)N(c3ccc(F)cc3)C2=O)ccc1Cl (stereo not given)
    i	3.9%	0.9%	-4.7%	39	0.2	0.5	1.1	i	1.6%	12.4%	32.1
> CC1=NN(c2ccc(C)cc2)C(=O)/C1=C\C=C\c1ccccc1
    i	7.8%	0.2%	4.4%	71	16.4	1.8	0.9	i	12.5%	15.1%	61.7
> COc1ccc(OC)c(S(=O)(=O)NCC(c2ccc(F)cc2)N2CCN(C)CC2)c1 (stereo not given)
    i	5.8%	1.8%[50 µM]	-3.0%	62	0.8	0.7	.	i	-2.9%	3.7%	46.1
> COCCN1C(=O)C(=O)/C(=C(/O)c2ccc(S(=O)(=O)N3CCOCC3)cc2)C1c1cccc(Cl)c1 (stereo not given)
    i	12.2%	-1.6%[50 µM]	-6.5%	62	1.6	0.8	.	i	-1.2%	8.0%	27.0
> CC(=O)c1c(C)[nH]c(C(=O)OCC(=O)N(Cc2ccccc2)C(C)(C)C)c1C
    i	7.5%	-0.8%[50 µM]	.	54	1.9	0.3	.	.	.	.	.
> CC1C(=O)N2CCCc3cc(NC(=O)COc4ccccc4)cc1c32 (stereo not given)
    i	5.1%	1.0%[50 µM]	0.2%	58	0.1	0.6	.	i	-3.2%	6.8%	48.2
> CC(NC(=O)C(C)N1C(=O)c2ccccc2C1=O)c1ccccc1 (stereo not given)
    i	7.6%	-0.3%	8.2%	59	-0.6	0.8	.	i	0.5%	3.4%	54.4
> O/N=C/c1cc(Cl)ccc1OCc1ccccc1Cl
    i	11.7%	-0.3%	8.6%	50	-5.6	0.7	1	i	?	8.7%	38.2
> Nc1cc(=O)[nH]c(SCC(=O)Nc2ccccc2Sc2ccccc2)n1
    i	4.5%	0.3%	2.9%	66	0.0	0.8	1.1	i	20.6%	8.8%	26.1
> CCCCNC(=O)COC(=O)c1ccc(C)c(NC(=O)c2ccco2)c1
    i	2.5%	-0.1%	-6.8%	34	-1.2	2.5	1	i	2.6%	19.3%	17.7
> CCc1ccc(NC(=O)c2sc3nc4n(c(=O)c3c2C)CCC4)cc1
    i	10.9%	0.7%	-7.1%	61	4.4	1.4	.	i	?	24.9%	27.4
> CC(Nc1ccc2c(c1)OCCO2)C(=O)N1CCc2ccccc21 (stereo not given)
    i	24.4%	-0.2%	-3.2%	40	0.6	0.2	1.1	i	3.0%	21.8%	66.1
> CCNC(=O)Nc1ccc(S(=O)(=O)Nc2cnc(C)nc2C)cc1
    i	5.1%	0.3%	1.0%	69	-0.5	0.3	.	i	1.0%	0.8%	18.1
> CNc1nccc(-c2ccc(F)cc2)c1C#N
    i	3.5%	0.4%	-1.1%	35	-0.3	0.7	1	i	42.6%	9.6%	21.2
> NC(=O)c1nnn(-c2nonc2N)c1-c1ccc([N+](=O)[O-])cc1
    i	-3.7%	-0.1%	0.2%	41	0.5	1.0	1	i	0.7%	9.2%	2.9
> O=C(Nc1cccc(Cl)c1)c1ccc2c(=O)n3c(nc2c1)CCCCC3
    i	4.7%	-1.6%	0.8%	64	6.5	0.4	1.1	.	.	-5.1%	.
> C/C(=N/NC(=O)CCC(=O)Nc1ccc(Br)cc1)c1ccc(Br)cc1
    i	10.7%	0.0%	6.2%	37	1.3	0.3	.	i	3.5%	5.2%	43.2
> c1cnc2ccc(C(c3nnnn3C3CCCC3)N3CCN(c4nc5ccccc5s4)CC3)cc2c1 (stereo not given)
    i	4.2%	-0.7%	2.4%	46	0.7	1.3	1	i	5.4%	4.0%	29.7
> COCc1ccc(C(=O)N2CCCC(N(C)Cc3ccccc3)C2)s1 (stereo not given)
    i	0.2%	1.6%[50 µM]	-1.3%	57	0.0	1.8	.	i	1.0%	15.1%	30.8
> Cc1ccccc1NC(=S)NCc1cccn1C
    i	7.0%	3.5%	?	47	-0.2	1.1	1.1	i	1.0%	5.9%	31.3
> CCc1ccc(OCCOCCN2CCN(C)CC2)cc1
    i	89.4µM*	-2.2%	4.1%	50	1.2	0.3	.	i	-0.4%	-4.0%	57.6
> OC12CCCCC1C(c1ccc3c(c1)OCO3)N(Cc1cccc(F)c1)CC2 (stereo not given)
    i	11.2%	-0.4%	10.6%	.	.	0.7	1.1	.	.	5.8%	.
> COc1cccc(OCCNS(=O)(=O)c2cccc([N+](=O)[O-])c2)c1
    i	0.7%	0.8%	-7.9%	41	-0.2	0.5	1.2	i	-0.3%	6.4%	26.8
> CN1CCN(C(=S)Nc2ccc(Cl)c(Cl)c2)CC1
    i	-6.9%	1.0%[50 µM]	12.4%	57	-0.5	1.5	1.1	i	-0.3%	24.3%	39.1
> CC1CCN(C(=O)COC(=O)c2cc(S(=O)(=O)N3CCOCC3)ccc2Cl)CC1
    i	6.5%	1.7%[50 µM]	-7.8%	63	1.3	0.4	.	i	-2.2%	11.2%	46.5
> O=C1/C(=C/C=C/c2ccccc2)Oc2c1ccc(O)c2CN1CCN(CCO)CC1
    i	9.2%	0.4%	-29.3%	63	-0.8	0.3	.	i	-1.0%	27.6%	6.7
> CC(NC(=O)C1CCC(CNC(=O)[C@@H]2Cc3ccccc3CN2)CC1)c1ccccc1 (stereo not given in full)
    i	-37.3%	0.1%	9.6%	52	1.3	0.0	.	i	-0.6%	2.1%	9.3
> CN1C(=O)[C@H]2[C@@H](C3CC3)N3C(=O)CN(Cc4ccc(-c5ccccc5)cc4)C(=O)[C@@]3(C)[C@H]2C1=O
    i	1.6%	0.1%	.	87	0.2	0.7	.	i	4.5%	11.7%	25.1
> Nc1c(C(=O)NCc2ccc3c(c2)OCO3)nnn1-c1ccc(OC(F)(F)F)cc1
    i	11.2%	0.3%	6.9%	91	4.3	1.9	1.1	i	-1.0%	5.9%	54.0
> Cc1ccn2cc(-c3ccc(NS(=O)(=O)c4ccccc4)cc3)nc2c1
    i	-2.8%	-0.2%	-8.8%	38	0.4	0.9	1.1	i	?	5.2%	48.9
> COc1ccccc1N/C=C1/Sc2cc(Cl)ccc2NC1=O
    .	.	.	14.6%	89	4.7	.	1.1	i	1.1%	-4.1%	58.7
> C/C(Cc1ccccc1)=N\NC(=O)CNC(=O)c1ccccc1Br
    i	-1.0%	-0.1%	5.8%	74	-2.1	0.2	1.1	i	1.6%	15.5%	23.7
> C/C(=N\NC(=S)NC1CCCCC1)c1ccc(C)o1
    i	9.1%	0.3%	6.0%	48	-0.1	0.2	1.1	i	5.1%	9.5%	35.0
> O=C(Nc1ccc(Cl)c(S(=O)(=O)N2CCCCC2)c1)c1ccncc1
    i	8.0%	0.9%[50 µM]	.	65	1.7	1.1	.	.	.	.	.
> O=C(COc1ccc(F)cc1)NCC1(N2CCOCC2)CCCCC1
    i	6.3%	0.1%[50 µM]	.	56	-0.3	1.0	.	i	0.5%	.	29.8
> O=C(Nc1ccccc1Cl)C1(c2ccccc2)CC1(Cl)Cl (stereo not given)
    i	-5.3%	1.0%	0.9%	44	2.0	0.5	1.1	i	0.9%	7.3%	46.8
> CCn1c(SCC(=O)Nc2ccc(F)cc2)nc2ccccc2c1=O
    i	0.4%	0.1%	8.8%	84	-0.1	0.3	.	i	0.7%	3.0%	51.1
> CCCCCN1CC(O)=C(c2nc(-c3ccc(Cl)cc3)cs2)C1=N
    i	5.7%	0.1%	-2.6%	49	0.7	6.5	1.1	i	-0.1%	5.2%	17.2
